# Dynein cargo inh: dynein cargo transport inhibition; 3617.4 mouse cells, GR-EGFP nuclear translocation imaging; test concentration mostly 20 µM; stimulated with dexamethasone, 1 µM; stronger effect = lower value; z-score, hits read low; hit rate 0.47% among 220,000;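 active = plate z-score of nuclear minus cytoplasmic receptor signal below a set negative limit, without overly bright fluorescence or cell loss, cut at about -3.5 in these data, passing the limit was not always enough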;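 note: z-score of nuclear minus cytoplasmic ring GR-EGFP intensity difference per well; some compounds called inactive have numbers as strong as hits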
#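 Buffer or medium: tet-free, stripped-serum medium; Also added: dexamethasone, 1.0 µM final; Technique: high-content fluorescence imaging after fixation; Times: 48 h induction, 1 h compound, 30 min dex at 37 °C; Read-out: per-cell GR-EGFP intensity, nucleus versus surrounding cytoplasmic ring, well-averaged.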
# MT stabilizer: microtubule stabilization, imaging screen. HeLa tubulin immunostaining HCS, 24 h; share of cells brighter than vehicle mean+2SD. % tubulin-high responders, % at 10 µM. hit rate 0.83% among 200,000;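 active = plate Z-score above 3 for both tubulin-high and condensed-nucleus cell shares, with cell loss under 80%, at 10 µM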;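 note: anti alpha tubulin signal scored within the nucleus-defined area of each cell; some results filed as inactive read as strong as hits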
# UTI89 phage lysis: inhibition of K1F phage lysis, E. coli UTI89, bacterial capsule biogenesis inhibitors, alamar blue (AID 488966) | E. coli UTI89 K1F phage lysis, alamar blue, 2 h; higher % means a stronger effect | one-dose inhibition, % at 100 µM; IC50 in µM for titrated hits | hit rate 0.02% among 340,000;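 active = phage lysis inhibition, versus mean bacterial control, above a set limit; inconclusive = no clear call, values can overlap the other calls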;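 note: capsule biogenesis inhibitors block K1F phage lysis so surviving cells raise fluorescence; higher fluorescence means more inhibition of phage lysis; actives were called in the ten point dose series up to 300 µM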
# Autophagy mod: alters autophagy in cells. calls only at 10 µM (by protocol). AID 463193. MEF GFP-LC3 puncta imaging; test concentration mostly 10 µM. hit rate 0.98% among 190,000;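 active = percentage of spot-positive cells more than 3 SD above its plate mean, without a fluorescence outlier flag or 80% toxicity; inconclusive = no clear call, values can overlap the other calls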;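 note: spot-positive cell cutoff set from DMSO-treated cells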
# b-catenin transl: modulators of beta-catenin nuclear translocation; nuclear translocation activity, % at 5 µM; hit rate 0.3% among 190,000; HeLa beta-catenin nuclear translocation, immunofluorescence imaging; AID 1665;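 active = nuclear translocation activity above 50% at 5 µM, with a well cell count of 50 or more; inconclusive = wells under 50 cells across six images, flagged as toxic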;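 note: per-cell ratio of nuclear to cytoplasmic median beta-catenin stain intensity; plate controls were DMSO negative control for no effect and GSK-3 inhibitor IX positive control for full effect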
#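 Signal – beta-catenin immunofluorescence imaging with DAPI · Test system – human HeLa cell line · Dosing – 5 µM primary single dose, 0.1% DMSO, 0.02–20 µM confirmation series · Measure – % activation, nuclear-to-cytoplasmic median beta-catenin signal ratio per cell · Incubation – 24 h compound exposure at 37°C, 5% CO2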
# Ins promoter up: MIN6 insulin promoter up-regulation; MIN6 insulin promoter-GFP reporter, high-content imaging; stronger effect = higher value; z-score at 5 µM; hit rate 0.3% among 190,000;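 active = z-score above 3 at 5 µM with at least 500 cells counted in the well; inconclusive = wells under 500 cells, flagged as cytotoxic or low count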
# M17LAP inhibition: P. falciparum M17LAP inhibitors, primary screen, biochemical, fluorogenic H-Leu-NHMec substrate, 1536-well (AID 1619); recombinant M17LAP, H-Leu-NHMec fluorogenic kinetic assay; higher % means a stronger effect; one-dose inhibition, % at 30 µM; IC50 in µM for titrated hits; hit rate 0.38% among 220,000;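 active = compound inhibiting the enzyme by more than half at any dose during confirmatory dose-response retesting; inconclusive = strong single-dose inhibitors picked by rank but not retested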;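 note: plate controls were full reaction with DMSO carrier for no effect and no enzyme background for full effect; strong numbers were not always called active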
# ER stress rescue: protection against thapsigargin-triggered cell killing – 384-well, CSM14.1, ATP luminescence, primary screen (AID 1222). 190,000 tested, under 10 active. cellular ATP content (survival), % at 20 µM, or EC50 in µM where a hit was titrated. CSM14.1 thapsigargin-induced death rescue, ATP luminescence; higher % means a stronger effect;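 active = EC50 below 50 µM in the dose-response confirmation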;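 note: death triggered by thapsigargin at about 15 µM added after 2 h compound pretreatment; cell ATP read after overnight thapsigargin exposure of roughly 18 to 22 hours; normalized against plate controls of thapsigargin alone and 5% DMSO vehicle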
# P. falciparum M1AAP: malaria alanyl aminopeptidase activity blockers – biochemical, fluorogenic H-Leu-NHMec substrate, 1536-well (AID 1445) | recombinant M1AAP, H-Leu-NHMec fluorogenic kinetic assay; higher % means a stronger effect | inhibition, % at 30 µM; hits with a dose series show IC50 in µM | hit rate 0.42% among 220,000;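 active = primary inhibition above the hit cutoff, then over 50% inhibition at one or more dose response concentrations, cut at about 23% in these data, passing the limit was not always enough; inconclusive = conflicting primary data, or primary hits not chosen for dose response; inactive = low primary inhibition, or under 50% at every dose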;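 note: plate controls were DMSO full reaction for no effect and no enzyme background for full effect; strong numbers were not always called active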
# Dynein cargo inh cytoplasmic EGFP: further read-out of Dynein cargo inh, marked with its call; z-score; measured here: cytoplasmic GR-EGFP intensity; stronger effect = higher value
# Dynein cargo inh nuclear GR-EGFP: recorded beside Dynein cargo inh, whose call it bears; z-score; measured here: nuclear GR-EGFP intensity;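 lower value marks the stronger effect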
# Dynein cargo inh cell count: also measured in Dynein cargo inh; calls as there; z-score; measured here: cell count per field
# Ins promoter up cell count: further read-out of Ins promoter up, marked with its call; cell count; measured here: cytotoxicity, nuclei count;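 total cells summed across four imaged fields per well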
# b-catenin transl cell count 5 µM: recorded beside b-catenin transl, whose call it bears; cell count; measured here: cell count, cytotoxicity flag
# MT stabilizer Hoechst-high %: recorded beside MT stabilizer, whose call it bears; % Hoechst-high responders; measured here: nuclear condensation Hoechst responders;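 share of cells brighter than vehicle mean plus two SD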
# MT stabilizer cytotoxicity %: further read-out of MT stabilizer, marked with its call; toxicity, %; measured here: cytotoxicity by cell density;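 0% = mean cell density of plate MIN control wells and 100% = no cells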
# Autophagy mod cell loss 18 h: second read-out of Autophagy mod, no call of its own (marks repeat the call); toxicity, %; measured here: cell loss, nuclei count;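 cell loss after 18 h compound exposure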
# Active calls of the source: *; i = inactive; ? = inconclusive; / = no result given; + = active, no number; [ ] = remark or other dose.
SMILES,Dynein cargo inh,Dynein cargo inh cytoplasmic EGFP,Dynein cargo inh nuclear GR-EGFP,Dynein cargo inh cell count,MT stabilizer,MT stabilizer Hoechst-high %,MT stabilizer cytotoxicity %,UTI89 phage lysis,Autophagy mod,Autophagy mod cell loss 18 h,b-catenin transl,b-catenin transl cell count 5 µM,Ins promoter up,Ins promoter up cell count,M17LAP inhibition,ER stress rescue,P. falciparum M1AAP
COc1ccc(CN(Cc2nc3ccccc3c(=O)[nH]2)C(=O)C(C)(C)C)cc1,2.8,0.0567,0.687,-1.07,2.5,0.7,3.9,-0.4%,i,-7.5,-6.2,1046,0.02,1386,-11.0%,2.0%,-3.2%
CCOC(=O)N1CCN(C2=NC3(CCCCC3)C(C#N)C(=O)N2)CC1 (stereo unspecified),-0.321,-0.175,-0.277,0.143,2.8,2.9,6.6,0.1%,i,7.2,-1.9,1128,0.64,1092,-6.3%,-0.8%,2.5%
O=C(Nc1ccccc1)OCN1C(=O)c2ccccc2C1=O,-0.294,-0.166,-0.237,-0.175,1.2,1.8,6.4,-1.0%,i,2.0,0.6,1379,-0.06,1495,2.9%,-1.1%,0.3%
Cc1nnc(SCC(=O)N/N=C/c2cc(Cl)c(O)c(Cl)c2)s1,-0.104,-0.271,-0.179,0.539,4.6,2.0,6.2,7.8%,i,-2.5,2.3,1068,0.63,1540,41.2%,1.3%,17.0%
Cc1cccc(NC(=O)c2ccc(CN3CCN(Cc4ccccc4)CC3)cc2)c1,-0.453,-0.251,0.156,-0.166,3.3,1.0,5.3,-0.5%,i,-8.5,1.4,966,-0.3,1484,3.5%,2.8%,-0.5%
Cc1ccc2nc(N3CCOCC3)c3nncn3c2c1,-0.374,-0.278,0.446,0.573,2.7,2.6,6.6,-0.1%,i,11.4,0.1,563,-0.09,1406,-3.8%,-3.7%,14.2%
CCn1c(C)[n+](CC)c2ccc(C(=O)N(C)c3ccccc3)cc21,0.59,-0.239,0.477,-0.919,3.3,1.0,1.7,-0.5%,i,4.3,-0.2,967,0.08,1392,-0.3%,-2.2%,?
O=C(NCC1CCCO1)C(=O)NCC(c1ccco1)N1CCN(c2ccccc2F)CC1 (stereo unspecified),-0.635,-0.314,-0.559,0.277,3.4,2.4,4.1,3.1%[50 µM],i,-1.5,2.3,1064,-0.12,1144,2.9%,-2.0%,1.0%
CN(C(=O)Nc1cccc(C(F)(F)F)c1)C1CCCCC1,0.607,-0.237,0.227,-0.616,/,/,/,0.1%,/,/,-2.5,1088,0.66,1338,-0.7%,/,0.2%
O=C(Nc1ccc(Cl)cc1C(=O)Nc1ccc(Br)cn1)c1ccco1,0.127,-0.134,-0.0824,0.574,2.0,2.0,0.4,5.0%,i,-11.8,-1.8,1242,-2.88,1219,3.6%,-1.6%,7.6%
Cc1cccc(CN2CCN(Cc3cccc(-n4cccn4)c3)CC2CCO)n1 (stereo unspecified),-0.499,-0.302,-0.202,0.608,1.9,2.3,9.2,/,+,4.8*,0.2,1575,/,/,-2.8%,-0.4%,8.0%
CC(=O)NCCCc1c[nH]c2ccc(Cl)cc12,0.536,-0.191,0.424,-0.622,1.2,1.9,1.5,0.1%,i,-6.1,-2.5,982,0.1,1269,-7.0%,-1.0%,5.3%
COCCn1c(N)c(N(Cc2ccccc2)C(=O)c2oc3ccccc3c2C)c(=O)[nH]c1=O,-0.136,-0.313,-0.0495,0.527,2.2,2.5,6.7,-0.5%,i,2.9,-0.8,1105,/,/,-1.0%,-2.6%,4.0%
CC1CCCC(NC(=O)COC(=O)c2ccc(N(C)C)cc2)C1C (stereo unspecified),0.515,-0.014,0.398,-0.051,2.1,2.4,7.9,0.1%,i,-1.0,-2.6,1149,0.45,916,7.3%,-2.3%,7.1%
Cc1ccc(CNC(=O)CCCc2ccccc2)cc1,0.102,-0.0978,0.114,0.231,4.6,0.9,10.5,0.1%,i,0.7,-0.8,962,0.86,1417,-9.7%,-1.8%,-1.3%
O=C(CCNS(=O)(=O)c1ccc(Cl)cc1)N1CCN(Cc2ccccc2)CC1,2.54,0.187,3.57,-2.68,4.4,3.4,4.5,0.0%,i,-15.8,0.7,490,1.42,1152,1.1%,-0.2%,0.1%
Cc1ccc(S(=O)(=O)N2CCC(C(=O)N/N=C/c3ccccc3[N+](=O)[O-])CC2)cc1,-0.298,-0.304,-0.355,0.53,2.7,3.5,5.2,4.5%,i,-4.9,-1.0,934,/,/,-0.5%,-0.4%,-1.9%
COc1ccc(C)cc1NC(=O)c1ccc(CN2CCN(c3ccccc3)CC2)cc1,0.699,-0.283,0.455,0.458,2.1,2.2,3.4,9.1%,i,6.1,1.3,567,0.3,1378,-2.5%,4.1%,-1.5%
CCCc1cc(=O)oc2c(CN3CCCC3)c(O)ccc12,-0.81,-0.197,-0.044,-0.14,3.9,1.6,4.1,7.6%,i,2.8,-5.3,1033,-0.11,1110,i,2.3%,?
O=C1CCCC2=C1C1(CCCCC1)N=C(Nc1nc3ccccc3o1)N2,-0.211,-0.245,-0.162,0.665,3.2,1.1,4.9,0.6%,i,26.4,2.4,991,/,/,-25.5%,-1.3%,13.1%
C=C(C)Cn1c(CCNC(=O)C(C)(C)C)nc2ccccc21,-1.34,-0.174,-0.549,0.546,4.1,2.2,9.8,0.7%,i,-1.2,-0.9,1045,-0.22,1272,13.7%,/,-5.6%
O=C(Cn1c(-c2cscn2)nc2ccccc21)Nc1ccc(Cl)cc1,-0.553,-0.261,-0.737,0.0826,3.3,1.4,0.7,1.4%,i,0.7,-2.2,544,0.02,1210,-10.3%,-1.3%,3.5%
COC(=O)[C@@H]1CCCN1C(=O)CCc1nnc(CCc2c[nH]c3ccccc23)o1,0.762,-0.237,0.606,-0.767,4.1,1.8,2.3,-0.7%,i,5.0,-1.9,1047,0.39,1769,16.9%,-1.9%,-4.7%
CC1Cc2ccccc2N1S(=O)(=O)c1cccc(C(=O)N2CCN(c3ncccn3)CC2)c1 (stereo unspecified),-0.114,-0.0898,0.515,-0.288,3.4,2.1,1.9,-2.6%,i,0.0,1.7,803,/,/,-2.8%,0.5%,-6.5%
Cc1csc(C2=C(O)CN(c3ccc4c(c3)OCCOCCOCCOCCO4)C2=N)n1,0.823,0.0492,0.14,-0.147,2.3,1.4,7.4,-0.1%,i,3.1,0.5,1311,0.2,1240,-5.5%,-2.9%,5.7%
Cc1ccc(CNC(=O)CSc2c3c(nc4cc(Cl)ccc24)CCCC3)o1,-3.3,1.79,-1.35,0.55,4.9,2.2,1.1,-2.2%,i,13.7,-9.4,1171,0.14,984,27.6%,5.9%,9.8%
Brc1ccc2c(c1)CNc1c(ncnc1N1CCOCC1)O2,0.407,-0.174,0.682,-0.0359,2.2,3.0,12.0,1.9%,i,4.9,-0.4,1144,-0.63,1011,-3.2%,0.2%,8.0%
CC(=O)N1CCC(=NNc2nc3ccccc3s2)CC1,-0.375,-0.179,-0.28,-0.502,1.6,2.1,4.8,0.1%,i,0.7,-4.3,1132,-0.68,1290,5.8%,-0.8%,-1.1%
O=C(O)CC1S/C(=N\N=C/c2ccccc2)N(c2ccc(O)cc2)C1=O (stereo unspecified),-0.916,-0.216,-0.473,1.13,1.4,2.1,7.5,-0.6%[50 µM],i,-1.5,2.9,1384,-0.22,1547,27.3%,-0.8%,-2.6%
CCN(Cc1ccncc1)Cc1nc(CC2CC2)no1,-0.833,-0.234,-0.589,0.873,1.1,1.7,7.9,0.6%,i,3.2,4.5,1053,0.2,1436,-4.0%,0.0%,6.2%
CC(=O)Nc1ccc(NC(=O)Cc2sc(-c3cccnc3)nc2-c2ccc(C)cc2)cc1,-0.71,-0.119,-0.54,0.698,2.7,2.4,4.6,-0.5%,i,-2.0,1.5,1520,/,/,4.1%,1.4%,-6.4%
COc1cccc(-n2c(Cn3nc(C(F)F)cc3C(F)F)n[nH]c2=S)c1,-0.37,-0.109,-0.384,0.453,3.4,2.5,4.7,0.6%,i,1.7,/,/,1.42,1302,-0.7%,-2.3%,2.3%
CCn1cc(C(=O)OCC(=O)c2cc(C)n(-c3cccc(C(F)(F)F)c3)c2C)c(=O)c2ccc(C)nc21,-0.0487,-0.242,0.0131,0.368,4.8,2.8,8.4,-0.1%[50 µM],i,20.0,-0.2,1013,2.77,1132,0.4%,-1.6%,8.0%
CNC(=O)COc1ccc(S(=O)(=O)Nc2ccccc2)cc1,-0.56,-0.25,-0.15,-0.147,3.0,1.1,8.4,0.2%,i,7.6,-1.1,1174,-0.18,1311,1.1%,-1.3%,5.3%
CCCSc1nc2sc3c(c2c(=O)[nH]1)CC(C)CC3 (stereo unspecified),-0.212,-0.278,-0.00206,0.916,2.7,1.1,5.6,0.3%,i,8.8,-1.8,1008,-0.02,1512,-2.9%,-1.9%,-2.0%
